Source: PubChem (National Center for Advancing Translational Sciences (NCATS))
USP1-UAF1 inh: USP1/UAF1 (human) deubiquitinase inhibition | recombinant USP1/UAF1, Ub-Rhodamine cleavage fluorescence | 0.23% of 390,000 active | O94782 | Potency, µM (titrated, usually from 57.1 µM), without a hit: at the top dose activity change, negative = inhibition, most hits filed as inhibitors; further: potency means the concentration at half of the fitted maximal effect; on the % scale 0 is the no-effect control and ±100 the full control effect; nearly all actives have a fitted effect of over 60% in size; inactives centre near -12
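In this screen, compounds sit with the deubiquitinase complex (1nM) for 15 min at room temperature before Ub-Rho is added at 150nM final. Fluorescence rise is then followed for 6 reads every 60 seconds.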
PI4K2A inh: inhibitors of human PI4K2A. Q9BTU6. purified PI4K2A, ADP-Glo luminescence, 1 h; active compounds read low. activity change, negative = inhibition, % at 76.9 µM. 0.13% of 420,000 active. AID 1346378; in the data active means activity change below about -50%; inconclusive means mostly about -30% to -49%;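 further: -100% = wells without enzyme as full effect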
Target sequence (Q9BTU6 whole entry, looked up): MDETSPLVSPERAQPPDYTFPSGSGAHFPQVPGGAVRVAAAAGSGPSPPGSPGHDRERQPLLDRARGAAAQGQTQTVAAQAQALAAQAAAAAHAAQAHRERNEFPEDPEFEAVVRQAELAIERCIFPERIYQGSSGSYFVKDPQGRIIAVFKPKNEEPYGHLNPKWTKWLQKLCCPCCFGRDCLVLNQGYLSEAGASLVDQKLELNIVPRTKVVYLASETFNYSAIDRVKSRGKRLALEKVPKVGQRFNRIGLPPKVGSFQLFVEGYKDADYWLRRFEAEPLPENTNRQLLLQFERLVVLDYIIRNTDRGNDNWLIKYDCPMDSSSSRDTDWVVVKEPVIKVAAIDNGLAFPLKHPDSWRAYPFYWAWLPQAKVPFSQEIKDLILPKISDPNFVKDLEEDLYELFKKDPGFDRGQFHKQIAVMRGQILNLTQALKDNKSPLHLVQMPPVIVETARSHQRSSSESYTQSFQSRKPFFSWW
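Compounds are screened against recombinant PI4K2A using PI as substrate and ATP, the latter dispensed at 300 microM. Reactions run one hour at ambient temperature before ADP-Glo detection; full inhibition defined by wells lacking enzyme.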
HP1b binding inh: blocks HP1-beta chromodomain binding to methylated histone tails; AlphaScreen HP1-beta / biotin-H3K9me3 peptide binding; Potency, µM (titrated, usually from 114 µM), for the others: at the highest dose activity change, negative = inhibition, usual class: inhibitors; P83916; 0.56% of 390,000 active; AID 540317; further: potency means the concentration at half of the fitted maximal effect; nearly all actives have a fitted effect of over 70% in size; inactives centre near 23
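AlphaScreen: HP1-beta (50 nM) preformed 30 min with biotin-H3(1-18)K9me3 peptide (50 nM) in PBS pH 7.4, 0.01% Tween-20. Compound added for 30 min at RT, then streptavidin donor/nickel chelate acceptor beads (10 ug/mL) for 30 min.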
GLS inhibitor: inhibitors of human glutaminase (GLS). GLS enzymatic activity, qHTS titration. Potency, µM (series often up to 45.5 µM), without a hit: at the highest dose activity change, negative = inhibition, actives largely listed as inhibitors. 0.21% of 410,000 active; further: potency means the concentration at half of the fitted maximal effect; on the % scale 0 is the no-effect control and ±100 the full control effect
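Assay buffer: 45 mM KH2PO4 pH 8.2, 0.02% Tween-20. hKGA acts on L-glutamine (1 mM solution added); product glutamate is reported by an oxidase/peroxidase Amplex Red coupling, with fluorescence taken at baseline and 30 min.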
Tb PGK inh: T. brucei PGK inhibition; P07378; Potency, µM (titrated, usually from 57.5 µM), inactives show top-dose activity change, negative = inhibition, most hits filed as inhibitors; 0.043% of 380,000 active; PGK/GAPDH coupled, Kinase-Glo luminescence, 60 min; further: potency means the concentration at half of the fitted maximal effect; on the % scale 0 is the no-effect control and ±100 the full control effect; nearly all actives have a fitted effect of over 60% in size
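Luminescent ATP detection (Kinase-Glo Plus) follows a 60-minute room-temperature incubation, with wells lacking PGK as controls. Buffer: 100 mM TEA (pH 7.6), 5 mM MgCl2, 0.01% Tween-20. Coupling enzyme GAPDH (100 nM final) supplies unstable 1,3-BPG in-well.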
Pin1 inhibitor: human Pin1 inhibition. Q13526. Pin1 FP peptide displacement, HiFluor488, 10 min. Potency, µM (highest dose often 115 µM), inactives show at the top dose activity, negative = inhibition, most hits filed as inhibitors. 0.009% of 390,000 active; active means well fitted inhibition curve with a large enough effect in the polarisation, with a control signal flat, not every such curve was filed as active; inconclusive means small, poorly fitted or top-dose-only effect, or effect the other way, or a change in a side signal; inactive means no such curve, though single readings can be large or run the other way; the % refers to the polarisation; further: potency means the concentration at half of the fitted maximal effect; on the % scale 0 is the no-effect control and ±100 the full control effect
Target sequence (Q13526 whole entry, looked up): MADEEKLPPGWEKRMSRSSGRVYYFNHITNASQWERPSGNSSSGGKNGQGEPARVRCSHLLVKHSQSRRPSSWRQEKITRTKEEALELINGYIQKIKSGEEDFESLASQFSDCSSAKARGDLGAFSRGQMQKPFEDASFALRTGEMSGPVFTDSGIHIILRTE
IDH1 R132H inh: blocks human mutant IDH1 R132H enzyme | O75874 | IDH1-R132H enzyme, NADPH consumption, diaphorase/resazurin fluorescence | Potency, µM (doses to about 76.6 µM), inactives show at the highest dose activity change, negative = inhibition, actives largely listed as inhibitors | 0.093% of 390,000 active | AID 602179; further: potency means the concentration at half of the fitted maximal effect; on the % scale 0 is the no-effect control and ±100 the full control effect; nearly all actives have a fitted effect of over 65% in size
Target sequence (O75874 whole entry R132H, stated change not applied): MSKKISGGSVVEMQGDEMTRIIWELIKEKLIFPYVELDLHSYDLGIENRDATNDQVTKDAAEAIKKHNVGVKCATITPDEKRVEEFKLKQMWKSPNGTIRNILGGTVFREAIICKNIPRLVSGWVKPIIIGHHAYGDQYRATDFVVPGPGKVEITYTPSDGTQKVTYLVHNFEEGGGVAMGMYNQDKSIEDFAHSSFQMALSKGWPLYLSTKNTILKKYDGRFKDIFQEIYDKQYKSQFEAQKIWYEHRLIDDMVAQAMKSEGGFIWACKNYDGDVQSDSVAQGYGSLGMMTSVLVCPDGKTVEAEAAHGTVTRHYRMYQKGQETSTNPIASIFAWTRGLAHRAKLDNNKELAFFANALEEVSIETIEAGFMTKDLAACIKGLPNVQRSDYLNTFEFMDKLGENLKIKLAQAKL
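IDH1-R132H (0.5 ug/mL dispensed) in pH 7.5 Tris buffer was preincubated 30 min with compound, then given a substrate mix of 0.016 mM NADPH and 2 mM alpha-KG for 80 min at room temperature; remaining NADPH was read by diaphorase/resazurin fluorescence.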
TrxR1 substrate: is turned over as a substrate by rat TrxR1 | Potency, µM (titrated, usually from 114 µM), for inactives: at the top dose activity change, negative = substrate turnover | 0.01% of 390,000 active | O89049 | purified TrxR1 substrate turnover, NADPH consumption readout; further: potency means the concentration at half of the fitted maximal effect; on the % scale 0 is the no-effect control and ±100 the full control effect; nearly all actives have a fitted effect of over 50% in size
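Rat TrxR1, dispensed at 90 nM, was prereduced with 400 uM NADPH (final) for 5 min at ~22 deg C, then incubated with compound 15 min before 400 uM selenite. A first-read NADPH fluorescence drop versus no-compound background flagged substrates.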
rTrxR1 inhibitor: rat TrxR1 inhibition. Potency, µM (top dose mostly 114 µM), without a hit: at the highest dose activity change, negative = inhibition, most hits filed as inhibitors. AID 588453. O89049. recombinant rTrxR1, NADPH fluorescence consumption, selenite substrate. 1% of 390,000 active; further: potency means the concentration at half of the fitted maximal effect; on the % scale 0 is the no-effect control and ±100 the full control effect; nearly all actives have a fitted effect of over 65% in size
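Rat TrxR1 (90 nM in the dispensed reagent) was pre-reduced with 400 uM NADPH for 5 min at room temperature, then incubated with compound for 15 min. After 400 uM selenite was added, NADPH fluorescence (Ex 340/Em 450 nm) was followed for 8 min.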
Starred values were filed as active, the others as inactive; i = inactive; ? = inconclusive; . = no result given; [ ] = dose if it differs, or a comment. Unless noted, the call rests on the fitted dose curve; in most records, active means well fitted curve in the direction sought with a large enough effect; inconclusive means small, poorly fitted or top-dose-only effect, or another doubt; inactive means no such curve, though single readings can be large; an effect the other way counts as inactive or inconclusive.

SMILES	USP1-UAF1 inh	PI4K2A inh	HP1b binding inh	GLS inhibitor	Tb PGK inh	Pin1 inhibitor	IDH1 R132H inh	TrxR1 substrate	rTrxR1 inhibitor
O=C(O)Cc1coc(-c2ccc(F)cc2)n1	-1%	-1	36%	-9%	0%	-6%	0%	3%	4%
C/C(=N/NC(=O)c1ccc(C)s1)c1ccncc1	-22%	-7	44%[activator]	7%	-2%	-2%	5%	3%	32%
CCN1CCN(C(=O)Nc2ccc(OC)cc2OC)CC1	-4%	-5	24%	11%	-2%	-11%	2%	8%[57.1 µM]	19%[57.1 µM]
CSc1ccccc1NC(=O)N1CCCC(C(=O)c2ccc3c(c2)OCO3)C1 (stereo unspecified)	-31%	1	39%	-9%	2%	7%	-2%	-5%	0%
NC(=S)NN=C1c2ccccc2-c2c(F)c(F)c(F)c(F)c21	-23%	2	?	-6%	-4%	3%	3%	-10%	56µM*
Cc1ccc(C)c(OCc2nnc(SCC(=O)NCc3ccc4c(c3)OCO4)o2)c1	-17%	1	21%	-14%	0%	14%	2%	-3%[57.1 µM]	20%[57.1 µM]
Cc1ccc(NC(=S)N2CCC(O)CC2)c(C)c1	-4%	-1	22%	7%	-3%	-13%	-11%	2%	9%
CC(C)(C)c1ccc(/C=C/C(=O)NC2=NCCS2)cc1	-22%	-6	29%	-11%	i	3%	8%	-9%[57.1 µM]	15%[57.1 µM]
O=C(CSc1cccc[n+]1[O-])NCCCc1ccccc1	-14%	0	27%	1%	i	-12%	3%	-6%	5%
COc1ccc(-n2c(=O)[nH]cc(C(=O)Nc3ccc4c(c3)OCCO4)c2=O)cc1	-4%	-2	35%	-1%	4%	-4%	-4%	-6%	-9%
CC(C)NC(NC(=O)Cc1ccccc1)C(Cl)(Cl)Cl (stereo unspecified)	6%	-22	17%	2%	-7%	3%	15%	-5%	-16%
O=C1C(=NO)CCCc2ccccc21	-11%	-1	24%	13%	-6%	-8%	4%	-9%	-10%
COc1ccc(-c2cc(C(F)(F)F)nc(SCc3cccc(C(=O)O)c3)n2)cc1	-4%	-1	4%	18%	-5%[11.5 µM]	?	-2%	24%	17%
O=C(Nc1ccccc1Cl)C1CCCN(S(=O)(=O)c2ccc(F)cc2)C1 (stereo unspecified)	-1%	0	16%	4%	-3%	3%	3%	0%	4%
CCCNC(=O)CN1CCC(c2nc3ccccc3[nH]2)CC1	-21%	-4	30%	-9%	-12%	9%	3%	12%	4%
O=C(COC(=O)c1ccccc1Nc1ccccc1)NCc1ccccc1Cl	-9%	0	18%	7%	4%	4%	2%	115%[activator]	47%
O=C(NNC(=O)C1CC1)c1ccc(-c2ccccc2)cc1	-9%	0	33%	10%	-6%	-3%	-1%	-5%	10%
COc1ccc(Br)cc1C(=O)N/N=C/c1cccnc1	-19%	2	23%	-4%	i	-9%	8%	-1%[11.4 µM]	-8%[11.4 µM]
CCCCONc1ncnc2nonc12	-16%	-4	38%	1%	i	-1%	6%	-3%	0%
CCN1CCCC1CNC(=O)Cn1cccc1C(=O)c1ccccc1 (stereo unspecified)	-3%	11	18%	1%	i	3%	6%	-9%	-21%
Nc1nc(NCCCN2CCOCC2)nc(Nc2ccccc2F)c1[N+](=O)[O-]	-4%	6	7%	14%	-8%	-2%	-13%	-11%	3%
COc1ccccc1C(C)Nc1ccc(S(=O)(=O)N2CCN(C)CC2)cc1[N+](=O)[O-] (stereo unspecified)	-23%	-7	?	6%	-7%	7%	-1%	-4%	14%
CNC(=O)C[C@H]1C(=O)N(c2ccccc2)C[C@@H]1CSC	-33%	2	.	-5%	-3%	.	-8%	.	.
CCOC(=O)c1c(/N=C/C2=C(O)CCCC2=O)sc(C)c1C	-15%	-4	28%	-4%	-1%	-4%	9%	0%	0%
COc1ccccc1NC(=S)N1CCn2cccc2C1c1cccnc1 (stereo unspecified)	-1%	3	0%	-20%	8%	0%	-5%	-4%[57.1 µM]	12%[57.1 µM]
COC(=O)COc1cccc(NS(=O)(=O)c2cccc([N+](=O)[O-])c2)c1	-9%	-19	31%	0%	2%	-4%	21%	5%[57.1 µM]	9%
CN(CC(=O)Nc1ccc(F)cc1)C(=O)CSc1nncs1	-16%	1	29%	-3%	-8%	-7%	1%	-2%	-4%
CCc1cccc(NC(=O)CCSCCC(=O)Nc2cccc(CC)c2)c1	-12%	-6	33%	10%	-7%	16%	7%	1%	3%
O=C(O)/C=C\C(=O)NNC(=O)c1cc(-c2ccccc2)n[nH]1	-15%	1	20%	46%[activator]	-18%	4%	-2%	0%	-12%
CCCNC(=O)C1(CC2CC(c3ccccc3)=NO2)CCN(C(=O)CCCCCBr)CC1 (stereo unspecified)	?	-2	79%[activator]	1%	i	3%	11%	7%	8%
Cc1ccc(C)c(NC(=O)COC(=O)c2nn(C)c(=O)c3ccccc23)c1	-15%	3	26%	3%	2%	-2%	-10%	0%	13%
CN=C(Nc1cc(C)nn1-c1ccccc1)c1ccccc1	-23%	1	5%	20%	-9%[11.5 µM]	6%	9%	11%	32%
N#Cc1c(-c2ccccc2)cc(-c2ccccc2)[nH]c1=O	-22%	-2	43%[activator]	-1%	.	0%	2%	118%[activator]	46%[activator]
O=C(C1=C(O)C(=O)N(Cc2ccco2)C1c1ccccc1)c1cccs1 (stereo unspecified)	-10%	-2	-2%	-2%	-11%	1%	-4%	-10%	-15%
COc1cccc(/C=C/C(=O)OCC(=O)Nc2ccc(Cl)c(S(=O)(=O)N(C)C)c2)c1OC	?	1	9%	-12%	-2%	36%[activator]	4%	1%[57.1 µM]	8%[57.1 µM]
O=C(Nc1ccc(F)cc1)c1cn(-c2ccccc2)nc1-c1ccncc1	-27%	-11	31%	-12%	i	0%	7%	4%	13%
CCOc1ccc(C(C(=O)NC2CCCC2)N(Cc2ccccc2)C(=O)c2nsc(Cl)c2Cl)cc1 (stereo unspecified)	-26%	2	45%[activator]	-7%	-6%	?	10%	4%	33%[activator]
COc1ccc(OCC2CNC(=O)O2)cc1 (stereo unspecified)	-15%	3	18%	-6%	0%	4%	5%	-5%	-10%
Cc1ccc(C)c(Cn2c(C(C)NC(=O)c3ccc(F)cc3)nc3ccccc32)c1 (stereo unspecified)	15%	-5	27%	-5%	6%	1%	-14%	0%	1%
c1ccc(CSc2nnc(-c3c[nH]c4ccccc34)o2)cc1	-10%	-2	34%	1%	i	-1%	1%	-12%	2%[57.1 µM]

Some entries already given, reduced to Tb PGK inh:
structure | Tb PGK inh
CCOC(=O)c1c(/N=C/C2=C(O)CCCC2=O)sc(C)c1C | -1%
COc1ccccc1NC(=S)N1CCn2cccc2C1c1cccnc1 (stereo unspecified) | 8%
COC(=O)COc1cccc(NS(=O)(=O)c2cccc([N+](=O)[O-])c2)c1 | 2%
CN(CC(=O)Nc1ccc(F)cc1)C(=O)CSc1nncs1 | -8%
CCc1cccc(NC(=O)CCSCCC(=O)Nc2cccc(CC)c2)c1 | -7%
O=C(O)/C=C\C(=O)NNC(=O)c1cc(-c2ccccc2)n[nH]1 | -18%
CCCNC(=O)C1(CC2CC(c3ccccc3)=NO2)CCN(C(=O)CCCCCBr)CC1 (stereo unspecified) | i

The list goes on:
SMILES	USP1-UAF1 inh	PI4K2A inh	HP1b binding inh	GLS inhibitor	Tb PGK inh	Pin1 inhibitor	IDH1 R132H inh	TrxR1 substrate	rTrxR1 inhibitor
O=C(O)c1cc2c(N3CCC(Cc4ccccc4)CC3)ncnc2s1	-8%	-1	20%	22%	-4%	19%	-2%	-7%[57.1 µM]	-8%[57.1 µM]
O=C1NC(=Nc2ccc(F)cc2)SC1Cc1ccc(F)cc1 (stereo unspecified)	-11%	-2	30%	0%	-8%	-8%	-3%	-3%	12%
CC(CNC(=O)COc1ccc2c(c1)OCO2)c1ccccc1 (stereo unspecified)	-15%	-2	24%	-1%	-4%	-3%	4%	-2%	13%
O=C(Nc1c(O)c2ccccc2oc1=O)c1cccc(F)c1	-9%	-4	32%	37%	-7%	2%	6%	1%	0%
O=C(NCCC1=CCCCC1)C1CCCN(S(=O)(=O)c2cnc[nH]2)C1 (stereo unspecified)	-8%	-8	40%[activator]	-2%	-4%	1%	-7%	-12%	-22%

One compound at a time, as listed above. Order of screens: USP1-UAF1 inh, PI4K2A inh, HP1b binding inh, GLS inhibitor, Tb PGK inh, Pin1 inhibitor, IDH1 R132H inh, TrxR1 substrate, rTrxR1 inhibitor
Shown for CC(C)(C)c1ccc(/C=C/C(=O)NC2=NCCS2)cc1 : -22%, -6, 29%, -11%, i, 3%, 8%, -9%[57.1 µM], 15%[57.1 µM]
Shown for CCCNC(=O)C1(CC2CC(c3ccccc3)=NO2)CCN(C(=O)CCCCCBr)CC1 (stereo unspecified) : ?, -2, 79%[activator], 1%, i, 3%, 11%, 7%, 8%

Only part of the results is shown, so the mix of outcomes need not match the whole.
